# Efflux pump mplx: antifungal efflux pump inhibition, Nile Red retention; inhibition, % at 10 µM; hit rate 0.44% among 330,000; S. cerevisiae Candida pump triplex;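 active = plate passing quality check with inhibition over a set limit, or well fluorescence over plate mean plus 4 SD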;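 note: Nile Red retained in pooled yeast measured as flow cytometry median fluorescence; 0% = buffer negative control and 100% = Enniatin B positive control; higher means more Nile Red kept so more efflux inhibition; some compounds called inactive have numbers as strong as hits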
# TPT1 inhibitor: inhibitors of Candida albicans tRNA 2'-phosphotransferase TPT1 | recombinant caTPT1, FP RNA substrate dephosphorylation | inhibition, % at 5 µM | hit rate 0.81% among 300,000 | AID 1962;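 active = inhibition above the mean of all tested compounds plus 3 SD, set per screening campaign, cut at about 24% in these data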;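 note: plate controls were DMSO alone for no effect and ferristatin control at 100 nM for full effect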
# PP5 primary: inhibitors of human protein phosphatase 5 (PP5). P53041. hit rate 0.18% among 320,000. AID 1987. purified PP5c, OMFP substrate fluorescence. inhibition, % at 6.7 µM;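 active = inhibition above the campaign's mean inhibition across all tested compounds plus 3 SD, cut at about 9.5% in these data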;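 note: 0% = DMSO only and 100% = 100 µM cantharidin control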
# HCV core dimer: blocks dimerization of HCV core protein; TR-FRET GST/Flag-core106 dimerization, 1536-well; inhibition, % at 5 µM; hit rate 0.33% among 300,000;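 active = inhibition above the mean of all tested compounds plus 3 SD, set per screening campaign, cut at about 45% in these data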
#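 Assay system: GST-tagged and Flag-tagged HCV core protein residues 1-106 / Times: compound-protein-antibody incubation 4 h at 22.5 °C / Signal: time-resolved FRET, ex 340 nm, em 617 and 671 nm / Evaluation: % inhibition based on acceptor/donor emission ratio / Benchmarks: wells lacking GST-core106 and wells with excess unlabelled core106 / Repeats: singlicate, one well per compound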
# Fh CTSL1 inh: blocks F. hepatica cathepsin L1 in PFM18AAP counter-screen | recombinant F. hepatica cathepsin L1, Z-Leu-Arg-MCA fluorescence | inhibition, % at 5.96 µM | hit rate 0.49% among 300,000;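 active = inhibition above the mean of all tested compounds plus 3 SD, set per screening campaign, cut at about 17% in these data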;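 note: 0% = plate median of test compound wells and 100% = 1 µM Z-Phe-Ala-diazomethylketone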
# PREPL inh: inhibitors of human prolyl oligopeptidase-like enzyme PREPL; Q4J6C6; recombinant PREPL, fluorescence polarization activity-based probe; inhibition, % at 5.96 µM; hit rate 0.68% among 320,000; AID 2751; in the data active = inhibition above about 43%;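 note: 0% = enzyme with DMSO and 100% = wells lacking enzyme; many of its hits are not listed in these tables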
# Target sequence (Q4J6C6 whole entry, looked up): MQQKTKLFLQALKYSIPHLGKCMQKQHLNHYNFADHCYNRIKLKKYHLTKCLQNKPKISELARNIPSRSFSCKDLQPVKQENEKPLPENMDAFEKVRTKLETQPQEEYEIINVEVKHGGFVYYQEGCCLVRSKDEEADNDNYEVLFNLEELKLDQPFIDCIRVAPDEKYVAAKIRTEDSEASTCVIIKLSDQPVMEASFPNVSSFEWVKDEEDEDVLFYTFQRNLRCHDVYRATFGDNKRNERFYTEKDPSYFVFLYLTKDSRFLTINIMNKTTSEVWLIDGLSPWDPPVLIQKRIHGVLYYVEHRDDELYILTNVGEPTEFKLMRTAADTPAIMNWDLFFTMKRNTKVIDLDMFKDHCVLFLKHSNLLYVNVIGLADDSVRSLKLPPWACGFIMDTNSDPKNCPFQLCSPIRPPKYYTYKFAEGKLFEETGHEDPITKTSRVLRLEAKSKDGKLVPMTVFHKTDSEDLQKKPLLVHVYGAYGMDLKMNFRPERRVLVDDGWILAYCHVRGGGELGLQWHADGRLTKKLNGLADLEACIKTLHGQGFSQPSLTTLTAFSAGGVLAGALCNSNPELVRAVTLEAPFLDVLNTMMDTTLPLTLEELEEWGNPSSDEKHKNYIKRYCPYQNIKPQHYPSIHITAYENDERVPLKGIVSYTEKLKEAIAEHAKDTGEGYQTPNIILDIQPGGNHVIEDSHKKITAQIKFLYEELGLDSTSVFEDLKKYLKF
# EBNA-1 inh: blocks EBNA-1 binding to DNA. EBNA-1 DNA binding, fluorescence polarization. hit rate 0.34% among 300,000. inhibition, % at 14.8 µM; in the data active = inhibition above about 28%
# PP1 inh: counter-screen for PP5 inhibitors: inhibitors of human PP1-alpha; purified PP1alpha, OMFP fluorescence; inhibition, % at 6.7 µM; hit rate 0.9% among 320,000; AID 2235;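 active = inhibition above the mean inhibition of all tested compounds plus 3 SD, computed separately for each screening campaign, cut at about 15% in these data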
# ZTA counter: blocks Epstein-Barr virus ZTA, an EBNA-1 counter-screen; hit rate 0.15% among 320,000; AID 2234; inhibition, % at 11 µM; ZTA-DNA binding, fluorescence polarization; P03206; in the data active = inhibition above about 33%
# Target sequence (P03206 whole entry, looked up): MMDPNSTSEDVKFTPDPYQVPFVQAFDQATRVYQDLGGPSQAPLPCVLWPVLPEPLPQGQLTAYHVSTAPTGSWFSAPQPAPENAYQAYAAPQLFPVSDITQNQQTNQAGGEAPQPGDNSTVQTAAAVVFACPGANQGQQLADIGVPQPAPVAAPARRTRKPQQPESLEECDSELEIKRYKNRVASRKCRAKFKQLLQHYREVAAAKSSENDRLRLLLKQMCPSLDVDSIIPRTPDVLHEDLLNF
# Starred values were filed as active, the others as inactive; . = no result given. These rows are one share of the data (hit frequency here may not be typical).
SMILES	Efflux pump mplx	TPT1 inhibitor	PP5 primary	HCV core dimer	Fh CTSL1 inh	PREPL inh	EBNA-1 inh	PP1 inh	ZTA counter
COc1ccc(-n2cc(CNCCc3nc(C)cc(C)n3)c(-c3ccccc3Cl)n2)cc1	0.0	-3	-0.1	-8	-1	-28	-4	-1	-7
Cc1cccc(NC(=S)N(C)C2(c3ccccc3Cl)CCCCC2=O)c1 (stereo not given)	-0.1	-2	0.8	1	-1	13	11	1	-2
CC1CCCN(S(=O)(=O)c2ccc(-c3ccc(=O)[nH]n3)o2)C1 (stereo not given)	0.1	1	-1.2	-5	3	-3	-20	-1	-10
CCC(C)NS(=O)(=O)c1ccc(OCC(=O)NCc2cccnc2)cc1 (stereo not given)	-0.1	-3	0.8	-3	-1	1	9	-3	-4
CN(CCNC(=O)c1ccc(N2CCCC2=O)cc1)CCc1ccccc1	0.0	0	0.7	-5	-4	5	-11	-3	14
COc1cccc(C(=O)Nc2cc(C(F)(F)F)ccc2Cl)c1	0.0	-1	3.8	2	1	-7	5	2	6
CCOC(=O)C1CCN(c2ncnc3c2cnn3-c2ccc(Cl)cc2)CC1	0.1	0	1.5	9	-4	9	3	3	2
CCCCCC/C=N/Nc1nnc(Cc2ccc(OC)c(OC)c2)c(=O)[nH]1	-0.1	-1	0.9	7	8	23	9	1	-3
CCOC(=O)C1=C(c2ccccc2)NC(SC)=C(C#N)C1c1ccco1 (stereo not given)	-0.1	-1	0.2	3	-2	4	3	-5	11
CN1CCN(NC(=O)C23CC4CC(CC(C4)C2)C3)CC1	-0.1	-3	-0.1	8	-1	1	4	-3	1
CCOC(=O)c1c(C)[nH]c(C(=O)Nc2ccc(C)c(Cl)c2)c1C	-0.6	-1	5.5	1	-1	9	2	0	-2
Cc1cccc(NC(=O)CCS(=O)(=O)c2cccc3nonc23)c1C	0.1	-4	1.2	-6	1	7	-13	0	14
O=C(CSc1nc2nn(-c3ccccc3)c(=O)c-2c2n1CCCCC2)c1ccc(O)c(O)c1	-0.3	.	4.9	.	.	40	.	6	-13
COC(=O)Cc1[nH]c(=S)[nH]c1C(=O)OC	0.0	-4	-1.6	-2	-1	-14	-4	5	-14
O=C(c1ccncc1)c1ccc(N2CCN(C3CC(=O)N(Cc4ccccc4)C3=O)CC2)cc1 (stereo not given)	0.1	1	-7.1	2	5	-5	14	-1	-21
CC(C)NC(=O)C1CCCN(S(=O)(=O)c2ccc(-n3cnnn3)cc2)C1 (stereo not given)	-0.1	-3	1.4	-3	2	-3	-11	4	-10
COc1cc(OC)cc(-c2cc3ncccc3cn2)c1	-0.4	.	0.3	.	.	4	.	-2	18
COc1cc2c(OC(C)=O)c3c(c(-c4ccc5c(c4)OCO5)c2cc1OC)C(=O)OC3	0.3	2	5.8	-15	-4	16	-15	5	-13
CS(=O)(=O)N(Cc1ccco1)CC(O)Cn1cc(C=O)c2ccccc21 (stereo not given)	0.1	1	3.2	2	0	13	-19	-3	-13
O=C(CSc1ccc(-c2ccco2)nn1)c1ccccc1	0.0	-1	-6.6	48*	5	13	1	1	0
COc1ccccc1NCC(=O)Nc1cc(S(=O)(=O)N2CCOCC2)ccc1N1CCOCC1	0.2	-2	2.2	5	-3	1	10	1	25
O=C(NC1CC1)C1CCN(C2CCN(C(=O)c3c(F)cccc3Cl)CC2)CC1	-0.1	1	-3.5	-5	0	6	2	-5	-1
Cc1cccc(C)c1NC(=O)c1cccnc1	-0.1	0	0.0	-2	0	7	2	2	0
CCOc1ccccc1N1CCN(C(=O)c2cccc(S(=O)(=O)N3CCOCC3)c2)CC1	-0.2	.	3.2	.	.	4	.	-2	-17
Cc1cccc(C2Nc3ccccc3C(=O)N2NC(=O)c2ccc([N+](=O)[O-])cc2)n1 (stereo not given)	0.4	3	-2.4	-2	-3	-5	-16	1	20
CCCC(/C=C/c1ccc(OC(C)=O)cc1)=C1/c2ccccc2C(=O)N1c1ccccc1	0.0	.	1.0	.	.	14	.	3	16
CCCC(=O)c1cn(CC(=O)OC)c2ccccc12	0.3	1	-1.9	1	-3	6	-9	-3	11
O=C1N=C(N2CCCC2)CN1c1ccccc1	0.2	5	2.5	-6	-1	-2	-6	-2	-12
NC(=O)CN(c1ccc(Cl)cc1)S(=O)(=O)c1ccccc1	0.0	-2	1.0	-8	2	-9	11	-1	1
CN(C)/C=C/C(=O)c1cnc(-c2ccccc2)s1	0.4	7	3.8	5	-3	-13	-25	-2	-3
CS(=O)(=O)N1CCN(C(=O)c2ccc(Cl)s2)CC1	-0.1	-2	-0.6	-1	0	3	-2	-3	-2
Oc1ccc2ccccc2c1CN1CCCC1	-0.2	-2	-1.3	-5	-4	3	2	0	-12
CCN(CC)S(=O)(=O)c1ccc(N2CCOCC2)c(NC(=O)COc2ccc(OC)cc2)c1	0.0	.	-0.1	.	.	8	.	-1	-1
CCOC(=O)/C(=N\Nc1ccccc1)S(=O)(=O)c1ccccc1	0.6	-1	4.3	1	3	-4	-11	-1	-2
CCOC(=O)c1cc(-c2nnc(-c3ccc(Oc4ccccc4)cc3)o2)c(C)nc1C	-0.2	0	-0.4	5	-3	6	-3	-2	-2
CCCN(CC(=O)Nc1ccccc1C)C(=O)c1ccc(-c2ccccc2)cc1	-0.2	1	2.6	6	1	-9	-5	-1	5
CCC(C)(C)n1nnnc1C(c1ccccc1OC)N1CCN(C(=O)c2ccco2)CC1 (stereo not given)	0.1	0	2.6	-1	0	13	-4	-2	-21
O=C(Cn1nnc(-c2ccccc2-n2cnnn2)n1)c1ccccc1	0.1	2	4.0	-10	-1	0	-10	-2	-5
COc1ccc(NC(=O)c2cc(-c3ccco3)nc3ccccc23)cc1S(=O)(=O)N1CCOCC1	0.2	21	1.8	81*	6	12	2	45*	-1
CCCn1c(SCC(=O)NCCc2ccccc2)nnc1-c1ccco1	0.0	-7	2.0	-2	0	-6	0	1	0
O=C(O)c1cc(-c2ccc(Cl)c(Cl)c2)n(-c2ccccc2)n1	0.0	-2	0.5	4	-1	-5	-7	58*	-15
COc1ccc(CC(=O)OC(C)C(=O)Nc2ccc(S(N)(=O)=O)cc2)cc1 (stereo not given)	0.0	0	-3.2	-1	-1	0	0	0	0
O=S(=O)(c1ccc(F)cc1)N1CCN=C1SCc1cccc(F)c1	0.1	-1	4.1	0	0	-8	3	-5	-9
CCN(CC)c1ccc(N2C(=O)CSC2=S)cc1	0.0	-5	3.2	2	-1	12	4	5	15
COc1cc(C(=O)N/N=C/c2sc(=O)n(-c3ccccc3)c2Cl)cc(OC)c1OC	-0.1	8	3.0	-1	2	-9	8	-1	-23
O=C(Nc1ccc2c(c1)C(=O)OC2)c1ccc(C(F)(F)F)cc1	0.1	-3	1.0	0	0	0	4	2	4
Cc1ccc(NC(=O)[C@H](CC(C)C)NC(=O)[C@@H]2Cc3ccccc3CN2)cc1	0.0	-1	0.9	5	4	1	2	0	0
C[C@]12CC[C@@H]3c4ccc(O)cc4CC[C@H]3[C@@H]1CC[C@@H]2OC(=O)CCC(=O)O	0.1	1	-0.2	13	-1	1	3	-4	14
CN(C)c1ccc(-c2ccc3c(=O)c4ccccc4n(C)c3c2)cn1	-0.1	7	-0.8	-82	0	8	10	10	19
O=C(CCc1ccccc1)Nc1nc2c(F)cc(F)cc2s1	0.0	4	1.6	6	2	-39	-2	1	-4
NS(=O)(=O)c1ccc(CCNC(=O)CSc2nc3ccccc3c(=O)n2CCN2CCOCC2)cc1	-0.1	-4	2.9	-18	5	8	1	5	-16
COc1ccc(F)cc1CSc1nnnn1-c1ccc(O)cc1	0.2	3	1.6	-6	2	-8	-12	0	0
O=C(COc1ccc2c(c1)CCC2)N1CCN(c2cccc(C(F)(F)F)c2)CC1	0.0	-1	2.9	14	2	4	0	4	12
COc1cc(OC)cc(C(=O)N[C@H](C(=O)OCC(=O)Nc2ccc(OC)c(OC)c2)C(C)C)c1	-0.2	-4	-1.0	-2	-8	-2	4	-5	21
Cc1cc(C)c(C)c(S(=O)(=O)N2CCC(C(=O)NCC(c3ccccc3)N(C)C)CC2)c1C (stereo not given)	-0.1	-3	0.2	3	-8	-35	-9	-7	-11
Cc1ccc(Cn2nc3c(cc2=O)CCc2ccccc2-3)cc1	0.0	-4	0.7	4	7	5	1	2	3
O=C(Nc1nc(-c2ccccn2)cs1)c1ncc(Cl)c(Cl)c1Cl	0.1	-1	2.5	28	1	-3	1	37*	-10
O=[N+]([O-])c1ccc(CNc2ccc(F)cc2)s1	-0.2	0	1.4	9	4	11	2	-1	13
COc1ccc(/C=N/Nc2cc(C)nc3ccccc23)cc1	0.2	3	3.3	-3	-2	42	11	4	1
CC(C)C(=O)NNc1ccccc1	0.0	-2	0.8	2	0	4	11	0	6

# More records follow:
SMILES	Efflux pump mplx	TPT1 inhibitor	PP5 primary	HCV core dimer	Fh CTSL1 inh	PREPL inh	EBNA-1 inh	PP1 inh	ZTA counter
Cc1cc(N/N=C/c2ccccc2F)c2ccccc2n1	0.0	-4	3.2	0	-2	-5	-10	-1	-3
COc1ccc(N2C(=O)CC(N(CCc3ccccc3)C(=O)/C=C/C(=O)O)C2=O)cc1 (stereo not given)	-0.1	-5	-2.0	-3	6	-1	-2	-3	9
O=C(CN1CCN(CC(=O)Nc2ccccc2F)CC1)Nc1ccc2c(c1)OCCO2	0.6	-2	0.1	8	-2	1	-5	0	-2
COc1cccc(CN2CC(C(=O)N3CCN(C(C)C)CC3)CCC2=O)c1 (stereo not given)	0.0	-1	-0.5	-14	-2	11	-1	1	13
COC(=O)c1cc(OC)c(OC)cc1NC(=O)CN1C(=O)c2ccccc2C1=O	0.1	4	-1.8	-4	0	5	-7	-2	-5
C/C(CC(=O)Nc1cccc2c1CCCC2)=N\NC(=O)c1ccccc1N	-0.1	-2	3.3	2	-1	0	0	0	3
CC(=O)Nc1ccc(S(=O)(=O)N2CCN=C2SCc2ccc([N+](=O)[O-])cc2)cc1	-0.2	1	3.6	4	-1	-6	0	2	-7
CN1C(=O)CC(NNC(=O)c2ccccc2)C1=O (stereo not given)	-0.2	1	-2.1	-1	1	-13	-21	6	-19
C/C=C\C=C\C(=O)N1CC2(CC(c3cccc(NC(=O)CC(c4ccccc4)c4ccccc4)c3)=NO2)C[C@H]1C(N)=O (stereo not given in full)	-0.1	1	0.4	16	3	-15	-9	7	-9
Cc1nc(C(=O)NNC(=O)c2c(-c3c(Cl)cccc3Cl)noc2C)cs1	0.3	2	1.9	4	-1	-4	1	1	-17
C=C(C)C1CC=C(CN2CCN(Cc3ccccc3)CC2)CC1 (stereo not given)	-0.2	-2	-0.1	-11	1	-8	8	2	-5
Cc1nn(Cc2ccccc2)c2c1C(c1ccccc1)C(C#N)=C(N)O2 (stereo not given)	-0.2	0	-1.1	1	6	13	0	1	2
CS(=O)(=O)N(CC(=O)N1CCCCCC1)c1ccc(Cl)cc1	0.1	-1	-0.1	-4	-3	-2	-4	1	-5

# Another view of 2 compounds above.
# Results follow in this order: Efflux pump mplx, TPT1 inhibitor, PP5 primary, HCV core dimer, Fh CTSL1 inh, PREPL inh, EBNA-1 inh, PP1 inh, ZTA counter
COc1ccc(N2C(=O)CC(N(CCc3ccccc3)C(=O)/C=C/C(=O)O)C2=O)cc1 (stereo not given)
  -0.1, -5, -2.0, -3, 6, -1, -2, -3, 9
O=C(CN1CCN(CC(=O)Nc2ccccc2F)CC1)Nc1ccc2c(c1)OCCO2
  0.6, -2, 0.1, 8, -2, 1, -5, 0, -2

# High-throughput results deposited in PubChem by several laboratories.
